Assay outcomes as filed in PubChem BioAssay.
HP1b binding inh – inhibitors of HP1-beta chromodomain binding to methylated histone tails; P83916; 390,000 compounds, 0.56% hits; AlphaScreen HP1-beta / biotin-H3K9me3 peptide binding; Potency, µM (series often up to 114 µM), for inactives: at the highest dose activity change, negative = inhibition, hits mostly inhibitors; AID 540317; note: nearly all actives have a fitted effect of over 70% in size; inactives centre near 23
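HP1-beta protein (50 nM final) preincubated 30 min at room temperature with biotinylated H3(1-18)K9me3 peptide (50 nM) in PBS pH 7.4, 0.01% Tween-20, then compound added for 30 min. AlphaScreen streptavidin donor/nickel chelate acceptor beads (10 ug/mL final), 30 min dark, luminescence read.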
ERG-DNA inh – inhibitors of human ERG Ets domain-DNA interaction. fluorescence polarization, His-ERG Ets domain / labelled DNA. Potency, µM (titrated, usually from 76.9 µM), without a hit: at the top dose FP activity, negative = inhibition, actives largely listed as inhibitors. 370,000 compounds, 0.028% hits; active = well fitted inhibition curve with a large enough effect in the polarisation, with a control signal flat; inconclusive = small, poorly fitted or top-dose-only effect, or effect the other way, or a change in a side signal; inactive = no such curve, though single readings can be large or run the other way; the % refers to the polarisation;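 note: polarization taken with two DNA probes labelled with fluorescein and Texas red; % of control where 0% means no effect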
Target sequence (P11308 whole entry, looked up, the tested form may be a part): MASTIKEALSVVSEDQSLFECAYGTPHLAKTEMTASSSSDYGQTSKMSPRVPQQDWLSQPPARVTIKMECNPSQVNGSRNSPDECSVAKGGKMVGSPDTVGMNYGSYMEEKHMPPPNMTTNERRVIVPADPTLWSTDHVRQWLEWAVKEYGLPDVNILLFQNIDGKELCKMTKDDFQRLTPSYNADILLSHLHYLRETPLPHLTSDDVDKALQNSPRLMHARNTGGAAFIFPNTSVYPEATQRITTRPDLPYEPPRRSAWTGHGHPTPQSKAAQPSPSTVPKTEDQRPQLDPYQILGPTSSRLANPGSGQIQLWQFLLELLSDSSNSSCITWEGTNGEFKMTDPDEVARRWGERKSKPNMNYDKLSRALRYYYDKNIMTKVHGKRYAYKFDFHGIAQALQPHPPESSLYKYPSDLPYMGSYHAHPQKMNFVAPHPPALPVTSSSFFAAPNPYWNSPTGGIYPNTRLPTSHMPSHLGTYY
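His-tagged ERG Ets domain (1 uM in the protein solution; 300mM KCl, 50mM Tris-HCl, 1mM EDTA, 1mM DTT, pH 7.5) received compound, then a probe mix of 5 nM fluorescein-DNA and 100nM Texas-615-DNA. Fluorescence polarization was read for both dyes.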
RGS4 inh – inhibitors of human regulator of G protein signaling 4. P49798. Transcreener GDP fluorescence polarization, RGS4-accelerated GTP hydrolysis. Potency, µM (series often up to 114 µM), for inactives: top-dose activity change, negative = inhibition, most hits filed as inhibitors. 390,000 compounds, 0.039% hits. AID 504845; note: % is set by controls: 0 for no effect and ±100 for the full control effect; nearly all actives have a fitted effect of over 75% in size; some results filed as inactive show a strong effect at the top dose
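MLSMR compounds (23 nl, pin-transferred) preincubated 10 min at room temperature with a 500nM (2x) first reagent, then RGS4 at 900nM (2x) plus Transcreener GDP mix added; fluorescence polarization (620/688 nm) read before and after 90 min at 30 °C.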
Tb PGK inh – T. brucei PGK inhibition; PGK/GAPDH coupled, Kinase-Glo luminescence, 60 min; Potency, µM (top dose mostly 57.5 µM), for the others: top-dose activity change, negative = inhibition, hits mostly inhibitors; 380,000 compounds, 0.043% hits; AID 602233; note: % is set by controls: 0 for no effect and ±100 for the full control effect; nearly all actives have a fitted effect of over 60% in size
Target sequence (P07378 whole entry, looked up): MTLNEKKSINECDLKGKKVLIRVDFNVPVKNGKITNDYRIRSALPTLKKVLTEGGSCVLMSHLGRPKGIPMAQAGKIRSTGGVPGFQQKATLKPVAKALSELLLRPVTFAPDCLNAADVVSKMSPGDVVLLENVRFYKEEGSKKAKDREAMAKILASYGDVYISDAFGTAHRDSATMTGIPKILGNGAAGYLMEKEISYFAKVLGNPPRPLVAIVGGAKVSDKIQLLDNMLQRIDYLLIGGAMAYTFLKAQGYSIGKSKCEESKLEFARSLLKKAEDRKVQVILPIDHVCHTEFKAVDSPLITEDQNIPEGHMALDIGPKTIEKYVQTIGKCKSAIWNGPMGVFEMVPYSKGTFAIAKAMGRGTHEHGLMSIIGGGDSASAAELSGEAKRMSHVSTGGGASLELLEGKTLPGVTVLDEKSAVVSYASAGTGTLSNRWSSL
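Luminescent ATP detection (Kinase-Glo Plus) follows a 60-minute room-temperature incubation, with wells lacking PGK as controls. Buffer: 100 mM TEA (pH 7.6), 5 mM MgCl2, 0.01% Tween-20. Coupling enzyme GAPDH (100 nM final) supplies unstable 1,3-BPG in-well.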
JMJD2A Tudor – JMJD2A Tudor domain (human) inhibition; Potency, µM (top dose mostly 114 µM), inactives show at the top dose activity change, negative = inhibition, usual class: inhibitors; O75164; 390,000 compounds, 4.4% hits; AlphaScreen JMJD2A-Tudor / H3K4me3 peptide binding; note: % is set by controls: 0 for no effect and ±100 for the full control effect; nearly all actives have a fitted effect of over 50% in size
Pin1 inhibitor – blocks the human prolyl isomerase Pin1 | Q13526 | Pin1 FP peptide displacement, HiFluor488, 10 min | Potency, µM (highest dose often 115 µM), for the others: top-dose activity, negative = inhibition, usual class: inhibitors | 390,000 compounds, 0.009% hits; active = well fitted inhibition curve with a large enough effect in the polarisation, with a control signal flat, not every such curve was filed as active; inconclusive = small, poorly fitted or top-dose-only effect, or effect the other way, or a change in a side signal; inactive = no such curve, though single readings can be large or run the other way; the % refers to the polarisation; note: % is set by controls: 0 for no effect and ±100 for the full control effect
Target sequence (Q13526 whole entry, looked up): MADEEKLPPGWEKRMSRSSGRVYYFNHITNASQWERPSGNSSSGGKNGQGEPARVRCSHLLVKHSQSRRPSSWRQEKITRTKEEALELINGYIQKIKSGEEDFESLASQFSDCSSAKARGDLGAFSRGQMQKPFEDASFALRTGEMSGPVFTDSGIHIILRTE
12-LOX inh – blocks human arachidonate 12S-lipoxygenase | Potency, µM (doses to about 108 µM), without a hit: at the top dose activity change, negative = inhibition, actives largely listed as inhibitors | P18054 | purified 12hLO, xylenol orange hydroperoxide absorbance | 580,000 compounds, 1.1% hits; note: % is set by controls: 0 for no effect and ±100 for the full control effect
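Purified human 12hLO (150 nM final) in 25 mM Hepes, 0.01% Triton X-100, pH 7.0 was preincubated 15 min at room temperature with compound. Then 40 uM arachidonic acid was added, 30 min. Hydroperoxide was read by Fe-XO absorbance ratio 573/405 nm.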
GLS inh – glutaminase GLS (human) inhibition | Potency, µM (titrated, usually from 45.5 µM), without a hit: top-dose activity change, negative = inhibition, most hits filed as inhibitors | 410,000 compounds, 0.21% hits | O94925 | GLS enzymatic activity, qHTS titration | AID 624170; note: % is set by controls: 0 for no effect and ±100 for the full control effect
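Assay buffer: 45 mM KH2PO4 pH 8.2, 0.02% Tween-20. hKGA acts on L-glutamine (1 mM solution added); product glutamate is reported by an oxidase/peroxidase Amplex Red coupling, with fluorescence taken at baseline and 30 min.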
TrxR1 inh – inhibitors of rat thioredoxin reductase 1. O89049. recombinant rTrxR1, NADPH fluorescence consumption, selenite substrate. Potency, µM (series often up to 114 µM), without a hit: at the top dose activity change, negative = inhibition, hits mostly inhibitors. 390,000 compounds, 1% hits. AID 588453; note: % is set by controls: 0 for no effect and ±100 for the full control effect; nearly all actives have a fitted effect of over 65% in size
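Rat TrxR1 (90 nM in the dispensed reagent) was pre-reduced with 400 uM NADPH for 5 min at room temperature, then incubated with compound for 15 min. After 400 uM selenite was added, NADPH fluorescence (Ex 340/Em 450 nm) was followed for 8 min.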
* marks the source's active call; other numbers are inactive results; i = inactive; ? = inconclusive; . = not tested or not shown; & = joins results of further samples; [ ] = dose if it differs, or a comment. Unless noted, calls come from the whole dose curve; as a rule, active = well fitted curve in the direction sought with a large enough effect; inconclusive = small, poorly fitted or top-dose-only effect, or another doubt; inactive = no such curve, though single readings can be large; an effect the other way counts as inactive or inconclusive. Potency is the fitted concentration of half-maximal effect. This is a subset; rates above refer to the full screens.

No.	JMJD2A Tudor	GLS inh	ERG-DNA inh	RGS4 inh	TrxR1 inh	HP1b binding inh	Tb PGK inh	12-LOX inh	Pin1 inhibitor	SMILES
1	25µM*	7%	-1%	-21%	-16%	-25%	5%	13%	2%	NC(=Nc1ccc(N)cc1)C(N)=Nc1ccc(N)cc1
2	-2%	7%	-1%	-1%	19%	32%	0%	-21%	-9%	CCc1noc(C)c1C(=O)N1CCC(CCC(=O)Nc2cccc(OC)c2)CC1
3	-1%	-10%	0%	8%	6%	33%	-3%	6%	-6%	Cc1cc(C)nc(N2CCC(C(=O)NCc3ccccc3F)CC2)n1
4	-6%	0%	-5%	-48%	11%	7%	i	0%	-7%	CCOC(=O)c1c(NC(=O)c2cc(-c3ccc(Cl)cc3)on2)sc(C)c1C
5	8%	-2%	-9%	26%	-8%	34%	-6%	2%	0%	CC1CN(S(=O)(=O)c2ccccc2)C(C)CN1S(=O)(=O)c1ccccc1 (centres undefined)
6	-6%	23%	-3%	11%	8%[57.1 µM]	6%	i	156%[activator]	-1%	Cc1cc2c(cc1C)NC1(C(=O)Nc3ccccc31)C1=C(CC(C)(C)CC1=O)N2 (centres undefined)
7	-27%	-9%	1%	-43%	-21%	13%	i	?	?	Cc1cccc(NC(=O)c2c(N)sc3c2CCC(C)C3)c1 (centres undefined)
8	-21%	-12%	-17%	-12%	31%	31%	-3%	3%	18%	O=C(CN1C(=O)c2cccnc2Oc2ccc(Cl)cc21)Nc1ccc(F)cc1
9	-17%	7%	2%	18%	-8%	13%	-7%	-3%	0%	CCC1CCCN1Cn1cnc2c([nH]c3ccc(Cl)cc32)c1=O (centres undefined)
10	-14%	-4%	1%	-20%	9%	19%	i	.	1%	CC(=O)c1cccc(OC(=O)c2ccc3c(=O)n4c(nc3c2)CCC4)c1
11	-4%	1%	-1%	15%	15%	26%	-1%	-24%	5%	COc1ccc(CNc2nc3c(-c4cccc(C)c4)nnn3c3ccccc23)cc1
12	-22%	5%	-12%	-7%	7%	-19%	1%	?	80%[activator]	COc1cn(-c2ccccc2)nc1C(=O)NCc1ccccc1
13	-2%	-16%	5%	-28%	32%[57.1 µM]	35%	-2%	?	7%	Cc1nc2nc(-c3ccco3)nn2c(C)c1Cl
14	-15%	21%	8%	-14%	0%	31%	i	?	-5%	CC(C)C(=O)Nc1ccc(C(=O)NNC(=S)NC(=O)c2ccccc2[N+](=O)[O-])cc1
15	1%	0%	0%	-3%	7%[57.1 µM]	24%	-2%	.	1%	OC(CNCc1cccs1)c1ccccc1 (centres undefined)
16	5%	0%	-1%	-12%	8%[57.1 µM]	37%	8%	0%	1%	COc1ccccc1CCC(=O)Nc1cccc(S(=O)(=O)N2CCOCC2)c1
17	-16%	32%[activator]	.	18%	15%	7%	0%[11.5 µM]	8%	0%	Nc1ccc(Nc2ccncc2[N+](=O)[O-])cc1
18	-1%	-2%	4%	-3%	25%	28%	7%	177%[activator]	-3%	COc1ccc(C(=O)OCC(=O)NC(=O)Nc2ccccc2F)c(OC)c1
19	-8%	-5%	5%	-32%	3%	12%	i	-13%	0%	O=C(NCc1ccc2c(c1)OCO2)C1CCN(S(=O)(=O)c2cccs2)CC1
20	-15%	1%	1%	-12%	7%	18%	-4%	27%	-5%	COC(=O)c1sccc1NC(=O)C1CC=CCC1C(=O)O (centres undefined)

An excerpt from above in order of their number in HP1b binding inh, descending:
| no. | Molecule | HP1b binding inh |
| --- | --- | --- |
| 3 | Cc1cc(C)nc(N2CCC(C(=O)NCc3ccccc3F)CC2)n1 | 33% |
| 6 | Cc1cc2c(cc1C)NC1(C(=O)Nc3ccccc31)C1=C(CC(C)(C)CC1=O)N2 (centres undefined) | 6% |
| 1 | NC(=Nc1ccc(N)cc1)C(N)=Nc1ccc(N)cc1 | -25% |

From no. 1 to 5, as listed above:
No.	JMJD2A Tudor	GLS inh	ERG-DNA inh	RGS4 inh	TrxR1 inh	HP1b binding inh	Tb PGK inh	12-LOX inh	Pin1 inhibitor	SMILES
1	25µM*	7%	-1%	-21%	-16%	-25%	5%	13%	2%	NC(=Nc1ccc(N)cc1)C(N)=Nc1ccc(N)cc1
2	-2%	7%	-1%	-1%	19%	32%	0%	-21%	-9%	CCc1noc(C)c1C(=O)N1CCC(CCC(=O)Nc2cccc(OC)c2)CC1
3	-1%	-10%	0%	8%	6%	33%	-3%	6%	-6%	Cc1cc(C)nc(N2CCC(C(=O)NCc3ccccc3F)CC2)n1
4	-6%	0%	-5%	-48%	11%	7%	i	0%	-7%	CCOC(=O)c1c(NC(=O)c2cc(-c3ccc(Cl)cc3)on2)sc(C)c1C
5	8%	-2%	-9%	26%	-8%	34%	-6%	2%	0%	CC1CN(S(=O)(=O)c2ccccc2)C(C)CN1S(=O)(=O)c1ccccc1 (centres undefined)

(listing goes on)
No.	JMJD2A Tudor	GLS inh	ERG-DNA inh	RGS4 inh	TrxR1 inh	HP1b binding inh	Tb PGK inh	12-LOX inh	Pin1 inhibitor	SMILES
21	62%[activator]	-1%	8%	-1%	-22%	67%[activator]	-8%	-12%	-1%	Cc1ccc(OCCN2C(=O)c3ccccc3C2=O)c(C)c1
22	-17%	-2%	-3%	2%	19%	41%	0%	?	0%	CCCCOc1ccc(CSc2n[nH]c(C)n2)cc1
23	-14%	-11%	-18%	-11%	-9%	31%	i	57%[activator]	-7%	O=C(O)c1cccc(Nc2ccnc(Nc3cccc(C(=O)O)c3)n2)c1
24	-27%	5%	-2%	-7%	23%	65%[activator]	-6%	?	6%	Cc1cc(C)nc(-n2nc(C)c3c2N(Cc2ccccc2F)C(=O)CC3c2ccc(Cl)cc2)n1 (centres undefined)
25	6%	2%	1%	13%	22%	30%	14%	23%	9%	CC(NC(=O)Cc1ccsc1)c1ccc(S(N)(=O)=O)cc1 (centres undefined)
26	25%	-2%	-6%	18%	30%	84%[activator]	-5%	26%	2%	CCOC(=O)c1ccccc1NS(=O)(=O)c1ccc(OCC)cc1
27	-3%	1%	1%	-9%	0%	31%	-1%	-21%	-1%	COc1ccc(CNC(=O)CCCN2C(=O)c3cccnc3Oc3ccc(Cl)cc32)cc1
28	-9%	0%	-2%	-18%	-18%	9%	-3%	-10%	6%	CCn1c2ccccc2c2nn(C)c(=N)nc21
29	-8%	0%	4%	-27%	6%	17%	-7%	5%	-1%	CCCC(=O)Nc1ccccc1-c1nnn(CC(=O)Nc2ccc(OC)cc2)n1
30	-13%	16%	4%	8%	13%	21%	i	-19%	2%	COC(=O)Cc1c(O)ccn(CCc2c[nH]c3ccc(OC)cc23)c1=O
31	-16%	33%[activator]	-10%	-18%	8%	12%	0%	20%	1%	CN1C(=O)C(O)(c2sc(N)nc2-c2ccccc2)c2ccccc21 (centres undefined)
32	-11%	2%	-4%	39%	-3%	23%	8%	0%	-1%	COc1ccc(/C=C/C(=O)OCC(=O)NCC2CCCO2)cc1 (centres undefined)
33	0%	-2%	2%	-11%	19%	15%	-3%	-7%	3%	C#CCNC(=O)c1cc2sccc2n1C
34	-22%	5%	1%	-17%	-1%	32%[activator]	.	-25%	17%	Cc1cc(C)cc(OCC(=O)Nc2ccc(S(=O)(=O)Nc3onc(C)c3C)cc2)c1
35	-21%	19%	-22%	-11%	11%	17%	-8%	-1%	6%	S=C(Nc1ccccc1)N1CCN(Cc2ccccc2)CC1
36	-11%	6%	-11%	-69%[56.9 µM]	9%	35%	-2%	-23%	0%	CCOc1ccc(C(=O)Nc2ccc(N3CCN(S(C)(=O)=O)CC3)cc2)cc1[N+](=O)[O-]
37	11%	-9%	-5%	-9%	-7%	23%	-11%	0%	-6%	COc1ccc(CCNC(=O)C2CC(=O)N(C3CCCCC3)C2)cc1OC (centres undefined)
38	-7%	-7%	0%	?	-2%	42%[activator]	i	0%	-3%	CCOC(=O)C(NCc1ccccc1)(NC(=O)c1ccccc1)C(F)(F)F (centres undefined)
39	-1%&-1%	0%&51%	-6%&-11%	-19%&-5%	11%	31%&26%	-5%&-8%	0%&11%	-1%&5%	Cn1c(=O)oc2cc(S(=O)(=O)Nc3ccc(O)cc3)ccc21
40	-2%	2%	1%	23%	18%	34%[activator]	.	1%	0%	O=C(CNC(=O)c1ccco1)OCC(=O)c1ccc(Cl)cc1
41	-7%	18%	0%	21%	4%	20%	3%	290%[activator][57.4 µM]	0%	CCN1CCN(C(=O)CCc2nc3ccccc3c(=O)[nH]2)CC1
42	-16%	0%	-7%	-12%	2%	39%[activator]	1%	-2%	-11%	COc1ccccc1S(=O)(=O)c1c(C)cc(C)[nH]c1=O

Screen by screen, quoted from above.
Compounds 21 to 29 in TrxR1 inh, in turn: -22%, 19%, -9%, 23%, 22%, 30%, 0%, -18%, 6%

With a hit mark in JMJD2A Tudor (from the list above):
No.	JMJD2A Tudor	GLS inh	ERG-DNA inh	RGS4 inh	TrxR1 inh	HP1b binding inh	Tb PGK inh	12-LOX inh	Pin1 inhibitor	SMILES
1	25µM*	7%	-1%	-21%	-16%	-25%	5%	13%	2%	NC(=Nc1ccc(N)cc1)C(N)=Nc1ccc(N)cc1
